Bioassay records as filed in PubChem.
SKKanGAS inh: SKKanGAS growth inhibition. S. pyogenes SKKanGAS, kanamycin growth, BacTiter-Glo, 6 h. inhibition, % at 7.5 µM. AID 1662. 1.3% of 300,000 active;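 active means mean replicate score, as percent of positive control median, at least 50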;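 further: strain carries kanamycin resistance gene driven by streptokinase promoter and grows in 40 µg/ml kanamycin; loss of luminescence reflects streptokinase promoter inhibition or plain growth inhibition; 0% = median of DMSO wells and 100% = positive control at its reference dose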
TRPC6 activator: activates the mouse TRPC6 cation channel. HEK293-TRPC6 membrane potential dye fluorescence; hits give high values. B-score at 10 µM. 0.13% of 310,000 active. AID 2550;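 active means B-score of the integrated fluorescence ratio above library mean plus 3 SD, and starting fluorescence ratio within library mean plus 5 SD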;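 further: higher score means more depolarization so channel activation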
Target sequence (Q61143 whole entry, looked up): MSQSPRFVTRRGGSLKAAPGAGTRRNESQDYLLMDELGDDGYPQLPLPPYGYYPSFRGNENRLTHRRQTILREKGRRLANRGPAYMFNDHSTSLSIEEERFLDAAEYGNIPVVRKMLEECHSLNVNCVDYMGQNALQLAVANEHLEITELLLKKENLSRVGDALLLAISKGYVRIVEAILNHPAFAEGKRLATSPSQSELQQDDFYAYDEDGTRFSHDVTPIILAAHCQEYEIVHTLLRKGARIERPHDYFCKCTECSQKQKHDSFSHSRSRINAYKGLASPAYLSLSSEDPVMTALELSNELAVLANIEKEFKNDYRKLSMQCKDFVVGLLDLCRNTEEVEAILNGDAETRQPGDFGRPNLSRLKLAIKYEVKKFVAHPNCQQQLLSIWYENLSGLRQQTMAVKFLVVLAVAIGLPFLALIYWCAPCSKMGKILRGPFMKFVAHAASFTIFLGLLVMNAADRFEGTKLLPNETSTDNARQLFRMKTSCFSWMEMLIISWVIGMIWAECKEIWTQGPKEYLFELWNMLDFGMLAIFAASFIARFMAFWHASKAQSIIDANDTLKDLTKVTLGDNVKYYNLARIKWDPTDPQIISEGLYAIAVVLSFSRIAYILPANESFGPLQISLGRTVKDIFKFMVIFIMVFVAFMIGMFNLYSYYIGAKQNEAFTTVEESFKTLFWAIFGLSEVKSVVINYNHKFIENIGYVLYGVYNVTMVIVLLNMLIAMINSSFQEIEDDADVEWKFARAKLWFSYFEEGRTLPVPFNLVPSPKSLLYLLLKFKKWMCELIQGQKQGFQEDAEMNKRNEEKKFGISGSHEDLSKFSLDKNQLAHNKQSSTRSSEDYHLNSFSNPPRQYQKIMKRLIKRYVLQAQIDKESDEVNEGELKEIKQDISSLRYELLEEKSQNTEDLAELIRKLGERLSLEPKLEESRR
TRPC4 PAM: allosteric potentiators of mouse TRPC4 channel. HEK293 TRPC4beta/mu-opioid, DAMGO EC20, Fluo-4 Ca2+ flux; hits give high values. Q9QUQ5. AID 2227. 0.42% of 310,000 active. B-score at 10 µM;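 active means B-score of calcium response area above 5 SD of library B-scores, with initial fluorescence ratio within 5 SD of library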;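 further: B-score of integrated fluorescence ratio over time as area under calcium response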
IEC-6 cytotox: counter-screen for KLF5 inhibitors: cytotoxicity in IEC-6 cells | IEC-6 cytotoxicity, luminescence viability | 0.78% of 290,000 active | inhibition, % at 5 µM; in the data active means inhibition above about 22%;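 further: 0% = plate median of test compound wells and 100% = cytotoxic reference compound wells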
aSyn 5UTR inh: 5' untranslated region of α-synuclein, MLPCN primary screen; AID 1813; 0.82% of 300,000 active; inhibition, % (tested at 7.5 µM); alpha-synuclein 5'UTR reporter, inhibitor activity; in the data active means inhibition above about 60%;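 further: H4 neuroglioblastoma cells stably carrying SNCA 5'UTR luciferase fusion; 0% = DMSO wells and 100% = positive control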
KLF5 inh: suppresses KLF5 promoter-driven expression | DLD-1 KLF5 promoter-luciferase reporter, luminescence | inhibition, % at 5 µM | 0.23% of 290,000 active | AID 1700;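 active means inhibition above a per-plate limit of that plate's mean compound inhibition plus 3 SD, cut at about 60% in these data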;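 further: 0% = DMSO wells and 100% = LY294002 at 200 µM; higher means less KLF5 promoter-driven luciferase light; inactives centre near -14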
HIF activator: HIF pathway transcriptional activation | U2OS HRE-luciferase reporter, luminescence; normalized: DMSO 0%, desferrioxamine 100% | 0.32% of 300,000 active | activation, % at 7.5 µM (by protocol);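 active means mean activation of at least 10% of the iron chelator positive control signal, with at least half of replicates also reaching 10%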
MrgX1 antag: human MrgX1 receptor antagonism, primary screen; 1.3% of 310,000 active; MRGX1-HEK293 calcium flux, Fluo-4, BAM8-22 antagonism; hits give low values; Q96LB2; B-score at 10 µM;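 active means calcium-response B-score plate-corrected more than 3 library SD below zero, starting fluorescence within 5 deviations, no agonist response on first addition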;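 further: peak minus trough fluorescence over baseline after final BAM8-22 challenge near maximal dose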
TRPC4 block: blocks the mouse TRPC4 cation channel. Q9QUQ5. HEK293 TRPC4beta/mu-opioid, DAMGO-evoked Fluo4 calcium flux; hits give low values. B-score at 10 µM. 0.39% of 300,000 active;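 active means B-score over 3 SD under the library average, no early fluorescence shift, positive overall ratio signal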
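test system = HEK293 cells with stable TRPC4beta plus mu-opioid receptor expression | detection = Fluo4 Ca2+ flux fluorescence | read-out = integrated fluorescence ratio relative to baseline, converted to per-well B score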
TRPC6 inh: mouse TRPC6 channel inhibition; HEK293-TRPC6, membrane potential dye, ACh-evoked depolarization; hits give low values; Q61143; B-score at 10 µM; 1.1% of 310,000 active;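 active means B-score under library mean minus 3 SD, initial fluorescence not abnormally high, positive integrated signal ratio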;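 further: B-score derived from integrated fluorescence ratio over the kinetic read; more negative B-score means stronger inhibition of depolarization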
TRPC4 agonist: opens the mouse TRPC4 cation channel; 0.49% of 310,000 active; Q9QUQ5; B-score at 10 µM; AID 2237; HEK293 TRPC4beta/mu-opioid, Fluo4 calcium fluorescence; hits give high values;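 active means B-score above 5 SD of library B-scores, and initial fluorescence ratio not above library mean plus 5 SD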;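 further: positive B-score marks a calcium rise read as TRPC4 activation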
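Assay system – TRPC4beta and mu-opioid receptor HEK293 stable cells · Measured by – Fluo4 fluorescence, kinetic · Schedule – dye loading 45 min room temperature, 110 s kinetic read · Read-out – B-scored integrated calcium fluorescence ratio · Controls – buffer and maximal DAMGO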
* = called active by the depositor. Outcome played no part in choosing rows, and some 5.8% of all compounds hit somewhere here.

Results for COC(=O)c1cc2ccsc2n1CC(=O)Nc1ccc(N(C)C)cc1 ?
SKKanGAS inh: 17; TRPC6 activator: inactive; TRPC4 PAM: inactive; IEC-6 cytotox: 9; aSyn 5UTR inh: -4; KLF5 inh: -11; HIF activator: -0.2; MrgX1 antag: inactive; TRPC4 block: inactive; TRPC6 inh: inactive; TRPC4 agonist: inactive

What do the screens show for `COC(=O)c1ccc(CNC(=O)COC(=O)Cc2ccsc2)cc1`?
SKKanGAS inh: -7; TRPC6 activator: inactive; TRPC4 PAM: inactive; IEC-6 cytotox: -2; aSyn 5UTR inh: 2; KLF5 inh: -12; HIF activator: -0.3; MrgX1 antag: inactive; TRPC4 block: inactive; TRPC6 inh: inactive; TRPC4 agonist: inactive

Results for O=S(=O)(Nc1nc2ccccc2nc1N1CCN(c2ccccc2F)CC1)c1ccc(Cl)cc1 ?
SKKanGAS inh: 25; TRPC6 activator: inactive; TRPC4 PAM: inactive; IEC-6 cytotox: -5; aSyn 5UTR inh: 0; KLF5 inh: -5; HIF activator: 0.3; MrgX1 antag: inactive; TRPC4 block: inactive; TRPC6 inh: inactive; TRPC4 agonist: inactive

How did CCOC(=O)N1CCN(C(=O)c2ccc(Cn3c(=S)[nH]c4cc5c(cc4c3=O)OCO5)cc2)CC1 do in these assays?
SKKanGAS inh: -6; TRPC6 activator: inactive; TRPC4 PAM: inactive; IEC-6 cytotox: -1; aSyn 5UTR inh: -19; KLF5 inh: -9; HIF activator: 0.2; MrgX1 antag: inactive; TRPC4 block: inactive; TRPC6 inh: inactive; TRPC4 agonist: inactive

What do the screens show for `COC(=O)C1=C(COc2ccccc2)NC(=O)NC1c1ccc(Br)cc1` (stereo unspecified)?
SKKanGAS inh: 16; TRPC6 activator: inactive; TRPC4 PAM: inactive; IEC-6 cytotox: 5; aSyn 5UTR inh: 13; KLF5 inh: -3; HIF activator: 0.0; MrgX1 antag: inactive; TRPC4 block: inactive; TRPC6 inh: inactive; TRPC4 agonist: inactive

How did Clc1ccc(COc2ccccc2-c2ccnc3ncnn23)cc1 do in these assays?
SKKanGAS inh: -4; TRPC6 activator: inactive; TRPC4 PAM: inactive; IEC-6 cytotox: 14; aSyn 5UTR inh: -75; KLF5 inh: -16; HIF activator: 3.1; MrgX1 antag: inactive; TRPC4 block: inactive; TRPC6 inh: inactive; TRPC4 agonist: inactive

What do the screens show for `CCCOc1ccc(C(=O)N(Cc2cccs2)C2CCS(=O)(=O)C2)cc1` (stereo unspecified)?
SKKanGAS inh: -14; TRPC6 activator: inactive; TRPC4 PAM: inactive; IEC-6 cytotox: 1; aSyn 5UTR inh: 5; KLF5 inh: 4; HIF activator: -0.1; MrgX1 antag: inactive; TRPC4 block: inactive; TRPC6 inh: inactive; TRPC4 agonist: inactive

How did COc1ccccc1C(=O)NCCn1cc(SCC(=O)Nc2cc(C)on2)c2ccccc21 do in these assays?
SKKanGAS inh: 4; TRPC6 activator: inactive; TRPC4 PAM: inactive; IEC-6 cytotox: 6; aSyn 5UTR inh: 41; KLF5 inh: 25; HIF activator: 0.4; MrgX1 antag: inactive; TRPC4 block: inactive; TRPC6 inh: inactive; TRPC4 agonist: inactive

How did Cc1nc2ccc(NC(=O)COc3cccc(F)c3)cc2s1 do in these assays?
SKKanGAS inh: -2; TRPC6 activator: inactive; TRPC4 PAM: inactive; IEC-6 cytotox: 1; aSyn 5UTR inh: -32; KLF5 inh: -23; HIF activator: 2.2; MrgX1 antag: inactive; TRPC4 block: inactive; TRPC6 inh: inactive; TRPC4 agonist: inactive

What do the screens show for `O=C(NC1CCN(C(=S)Nc2ccccc2Cl)CC1)C1CCCCC1`?
SKKanGAS inh: -4; TRPC6 activator: inactive; TRPC4 PAM: inactive; IEC-6 cytotox: -3; aSyn 5UTR inh: 8; KLF5 inh: -2; HIF activator: -0.1; MrgX1 antag: inactive; TRPC4 block: inactive; TRPC6 inh: inactive; TRPC4 agonist: inactive

Results for Cc1c(NC(=O)/C(C#N)=C/c2ccccc2)c(=O)n(-c2ccccc2)n1C ?
SKKanGAS inh: 1; TRPC6 activator: inactive; TRPC4 PAM: inactive; IEC-6 cytotox: 3; aSyn 5UTR inh: -4; KLF5 inh: 0; HIF activator: 0.4; MrgX1 antag: inactive; TRPC4 block: inactive; TRPC6 inh: inactive; TRPC4 agonist: inactive

Results for COc1cc(NS(=O)(=O)c2c(C)[nH]c(C)c2C(=O)N2CCCC2)cc(OC)c1OC ?
SKKanGAS inh: -3; TRPC6 activator: inactive; TRPC4 PAM: inactive; IEC-6 cytotox: 6; aSyn 5UTR inh: 7; KLF5 inh: -11; HIF activator: -0.3; MrgX1 antag: inactive; TRPC4 block: inactive; TRPC6 inh: inactive; TRPC4 agonist: inactive

Results for CC(=O)c1cccc(NC(=O)CSc2nc(=O)n(CCN3CCOCC3)c3c2CCCC3)c1 ?
SKKanGAS inh: -6; TRPC6 activator: inactive; TRPC4 PAM: inactive; aSyn 5UTR inh: 0; HIF activator: 0.0; MrgX1 antag: inactive; TRPC4 block: inactive; TRPC6 inh: inactive; TRPC4 agonist: inactive

Results for C=CCN1C2CCCC1CC(NC(=S)Nc1ccc(Cl)cc1)C2 (stereo unspecified) ?
SKKanGAS inh: 16; TRPC6 activator: inactive; TRPC4 PAM: inactive; IEC-6 cytotox: 2; aSyn 5UTR inh: -31; KLF5 inh: -26; HIF activator: 0.2; MrgX1 antag: inactive; TRPC4 block: inactive; TRPC6 inh: inactive; TRPC4 agonist: inactive

How did COc1ccc(NC(=S)NC(=O)c2ccccc2Cl)cc1 do in these assays?
SKKanGAS inh: 13; TRPC6 activator: inactive; TRPC4 PAM: inactive; IEC-6 cytotox: -9; aSyn 5UTR inh: -130; KLF5 inh: -34; HIF activator: 1.3; MrgX1 antag: inactive; TRPC4 block: inactive; TRPC6 inh: inactive; TRPC4 agonist: inactive

Results for S=c1[nH]c(-c2ccccc2)cn1/N=C/c1cccs1 ?
SKKanGAS inh: -8; TRPC6 activator: inactive; TRPC4 PAM: inactive; IEC-6 cytotox: 4; aSyn 5UTR inh: -61; KLF5 inh: -73; HIF activator: 1.7; MrgX1 antag: inactive; TRPC4 block: inactive; TRPC6 inh: inactive; TRPC4 agonist: inactive

What do the screens show for `Cc1cccc(NS(=O)(=O)c2cc(C(=O)OCC(=O)Nc3cc(C)on3)ccc2C)c1`?
SKKanGAS inh: 11; TRPC6 activator: inactive; TRPC4 PAM: inactive; IEC-6 cytotox: -12; aSyn 5UTR inh: 10; KLF5 inh: -12; HIF activator: -0.1; MrgX1 antag: -5*; TRPC4 block: inactive; TRPC6 inh: inactive; TRPC4 agonist: inactive

How did O=C1Nc2cc(C(=O)N3CCc4ccccc4C3)ccc2S/C1=C\c1ccccc1 do in these assays?
SKKanGAS inh: 36; TRPC6 activator: inactive; TRPC4 PAM: inactive; IEC-6 cytotox: -2; aSyn 5UTR inh: -10; KLF5 inh: 1; HIF activator: 0.0; MrgX1 antag: inactive; TRPC4 block: inactive; TRPC6 inh: inactive; TRPC4 agonist: inactive

What do the screens show for `O=C(c1cccc(S(=O)(=O)N2CCOCC2)c1)N(CCO)Cc1ccccc1`?
SKKanGAS inh: 3; TRPC6 activator: inactive; TRPC4 PAM: inactive; IEC-6 cytotox: -2; aSyn 5UTR inh: -1; KLF5 inh: -14; HIF activator: -1.3; MrgX1 antag: inactive; TRPC4 block: inactive; TRPC6 inh: inactive; TRPC4 agonist: inactive

How did O=C(CC(NS(=O)(=O)c1ccc(Cl)cc1)c1ccco1)NCc1cccnc1 (stereo unspecified) do in these assays?
SKKanGAS inh: -2; TRPC6 activator: inactive; TRPC4 PAM: inactive; IEC-6 cytotox: 1; aSyn 5UTR inh: 12; KLF5 inh: -28; HIF activator: -0.3; MrgX1 antag: inactive; TRPC4 block: inactive; TRPC6 inh: inactive; TRPC4 agonist: inactive

How did Cc1ccc(SC[C@H](c2ccccc2)N2CCN(CCc3ccccc3)CCC2=O)cc1 do in these assays?
SKKanGAS inh: 19; TRPC6 activator: inactive; TRPC4 PAM: inactive; aSyn 5UTR inh: -20; HIF activator: 1.4; MrgX1 antag: inactive; TRPC4 block: inactive; TRPC6 inh: inactive; TRPC4 agonist: inactive

What do the screens show for `COCCn1c(=NC(=O)/C=C/c2ccccc2)sc2cc(NC(C)=O)ccc21`?
SKKanGAS inh: -7; TRPC6 activator: inactive; TRPC4 PAM: inactive; IEC-6 cytotox: -5; aSyn 5UTR inh: -9; KLF5 inh: -9; HIF activator: -0.1; MrgX1 antag: -4.9*; TRPC4 block: inactive; TRPC6 inh: inactive; TRPC4 agonist: inactive

How did Cc1cccc(Nc2nnc(SCC(=O)NC3CCCc4ccccc43)s2)c1C (stereo unspecified) do in these assays?
SKKanGAS inh: 8; TRPC6 activator: inactive; TRPC4 PAM: inactive; IEC-6 cytotox: -1; aSyn 5UTR inh: 23; KLF5 inh: 6; HIF activator: -0.3; MrgX1 antag: inactive; TRPC4 block: inactive; TRPC6 inh: inactive; TRPC4 agonist: inactive

What do the screens show for `O=c1c2cccc3c2c(nn1-c1ccccc1)-c1ccccc1-3`?
SKKanGAS inh: -5; TRPC6 activator: inactive; TRPC4 PAM: inactive; IEC-6 cytotox: 1; aSyn 5UTR inh: 14; KLF5 inh: -27; HIF activator: -0.2; MrgX1 antag: inactive; TRPC4 block: inactive; TRPC6 inh: inactive; TRPC4 agonist: inactive

What do the screens show for `C/C(=N\NC(=O)c1cccc(C)c1)c1ccc(N2CCOCC2)cc1`?
SKKanGAS inh: 8; TRPC6 activator: inactive; TRPC4 PAM: inactive; IEC-6 cytotox: 6; aSyn 5UTR inh: 5; KLF5 inh: 4; HIF activator: -2.1; MrgX1 antag: inactive; TRPC4 block: inactive; TRPC6 inh: inactive; TRPC4 agonist: inactive

How did N#Cc1c(/N=C\c2ccc(O)c([N+](=O)[O-])c2)sc2c1CCCC2 do in these assays?
SKKanGAS inh: -6; TRPC6 activator: inactive; TRPC4 PAM: inactive; IEC-6 cytotox: 8; aSyn 5UTR inh: 0; KLF5 inh: -31; HIF activator: 0.0; MrgX1 antag: inactive; TRPC4 block: inactive; TRPC6 inh: inactive; TRPC4 agonist: inactive

What do the screens show for `CC(=O)Oc1ccc(N(C(C)=O)S(=O)(=O)c2cc([N+](=O)[O-])ccc2C)cc1`?
SKKanGAS inh: -12; TRPC6 activator: inactive; TRPC4 PAM: inactive; IEC-6 cytotox: -8; aSyn 5UTR inh: -27; KLF5 inh: -13; HIF activator: 0.1; MrgX1 antag: inactive; TRPC4 block: inactive; TRPC6 inh: inactive; TRPC4 agonist: inactive
